# Bioassay records (PubChem BioAssay)
# AMPAR-TARP mod = GluA2-stargazin AMPA receptor complex modulation. O88602+P19491. HEK293 GluA2+stargazin, membrane potential dye (FDSS), glutamate EC50; hits were called plate by plate, in both directions. calls only at 30 µM. actives 3.5% (n = 40,000). AID 1259245;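 active = any of four per-well response measures lying three or more SD from its plate-wide compound average, in either direction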
# AMPAR-TARP mod agonism max-min = further read-out of AMPAR-TARP mod, marked with its call; compound max-min signal; compound-alone response (agonism);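 unitless range of fluorescence divided by baseline over first 100 seconds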
# AMPAR-TARP mod glutamate slope = second read-out of AMPAR-TARP mod, no call of its own (marks repeat the call); glutamate slope, % of max; measured here: glutamate response slope, % max;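 scaled per plate between vehicle wells and maximal 1 mM glutamate control wells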
# Numbers without * were called inactive; i = inactive; + = active, no number; & = joins results of further samples.
SMILES,AMPAR-TARP mod,AMPAR-TARP mod agonism max-min,AMPAR-TARP mod glutamate slope
CCCn1cc(S(=O)(=O)c2cc(C)cc(C)c2)c(=O)c2cc(F)c(N3CCN(C)CC3)cc21,i,0.106,62.6
Cc1ccc(Nc2ccc(NS(=O)(=O)c3c(C)noc3C)cc2)nn1,i,0.12,49.4
CCCCCNC(=O)CC(C)CC1=NS(=O)(=O)c2ccccc2N1 (stereo not given),i,0.0585,35.8
CCN(C(=O)Cn1nc(C(=O)N2CCN(C)CC2)cc1C)c1ccccc1C,i,0.0937,70.9
Cc1ccc(S(=O)(=O)N(C)CC(O)CN2CCOCC2)cc1 (stereo not given),i,0.0794,63.1
CC(=O)c1cc(C(=O)OCC(=O)Nc2ccccc2)c2ccccn12,i,0.119,52.8
COCC(C)(O)CNC(=O)c1cccc(C(F)(F)F)c1 (stereo not given),i,0.107,66.0
Cc1cccc(C)c1NC(=O)c1nnn(Cc2nc(-c3ccccc3)oc2C)c1C,i,0.088,49.8
COc1ccc(-c2cc(CC(=O)NCc3ccco3)no2)cc1,i,0.0458,33.0
Cc1cccc(-n2nc3c(c2-n2cccc2)CN(C(=O)c2cc(C)oc2C)C3)c1,+,0.0607*,77.3*
COc1ccccc1NC(=O)NCCNc1nc(C)cc(N(C)C)n1,i,0.175,62.0
Cc1ccc(C)c(Cn2nc(-c3ccco3)c3sc(N4CCOCC4)nc3c2=O)c1,i,0.05,59.3
COc1ccc(Cl)cc1S(=O)(=O)Nc1ccc2c(c1)N(C(=O)C1CC1)CC2,i,0.0933,50.6
Cc1cc(C)c2sc(N(CCN3CCOCC3)C(=O)CS(=O)(=O)c3ccccc3)nc2c1,i,0.103,64.7
O=C(Cc1ccc(Cl)cc1)NCC1COC2(CCCCC2)O1 (stereo not given),i,0.0998,96.8
Cc1cc(C)n(C(C)CC(=O)O)n1 (stereo not given),i,0.113,45.6
COc1ccc(C(=O)Nc2ccc(S(=O)(=O)Nc3cc(C)on3)cc2)c(OC)c1,i,0.117,74.1
Cn1nc2c(c1NC(=O)Cc1ccccc1)CCC2,i,0.0612,60.5
COc1ccc(S(=O)(=O)CCC(=O)Nc2nc(-c3cc(Cl)ccc3Cl)cs2)cc1,i,0.0706,68.1
O=C(Nc1nnc(-c2cccs2)o1)c1ccc(F)cc1,i,0.101,51.8
CCOC(=O)N1CCN(C(=O)c2cc3cccnc3n(Cc3ccccc3)c2=O)CC1,i,0.0363,45.1
Cc1cc(NC(=O)Cc2ccc(Cl)cc2)ccc1N1CCCCC1=O,i,0.121,51.7
COC(=O)c1ccc(C(=O)NCC(C)(O)CCSC)cc1 (stereo not given),i,0.0672,61.0
CCC(C(=O)N1CCC(c2nnc(C3CC3)o2)CC1)c1ccccc1 (stereo not given),i,0.12,60.2
CCc1nc(-n2cccc2)sc1C(=O)NCCCc1ccccc1,i,0.0848,56.1

# (further entries)
SMILES,AMPAR-TARP mod,AMPAR-TARP mod agonism max-min,AMPAR-TARP mod glutamate slope
O=C(CCS(=O)(=O)c1ccccc1)NCC1(O)CCCC1,i,0.0657,63.0
CC(C)NC(=O)CSc1nnnn1-c1ccc(C(C)C)cc1,i,0.0778&0.0368,44.2&114.1
COc1ccc(S(=O)(=O)CCCC(=O)N2CCN(c3nc4ccc(OC)cc4s3)CC2)cc1,i,0.0808,59.5
CSc1ccccc1C(=O)N1CCN(c2ncnc3c2nnn3C)CC1,i,0.104,47.9
COc1ccc(CCC(=O)NCCCn2nc(-c3ccccc3)ccc2=O)cc1,i,0.0566,65.2
COc1ccc(CCS(=O)(=O)Nc2ccc3c(c2)N(C(=O)C2CCCC2)CC3)cc1,i,0.0424,80.5
O=C(Cn1nc(-c2ccc3c(c2)OCO3)ccc1=O)Nc1ccc(F)cc1,i,0.0525,44.7
O=C(Cn1cccn1)NCc1ccccc1OC(F)(F)F,i,0.129,59.6
Cc1c(C)n2c3c(=O)n(CC(=O)OCc4ccccc4)c(=O)n(C)c3nc2n1-c1ccc(F)cc1,i,0.0966,67.5
COc1cccc(-n2nnc3c(N4CCN(C(=O)c5cccc(C(F)(F)F)c5)CC4)ncnc32)c1,i,0.0687,57.2
CCCc1nnc2c(=O)n(-c3cc(C)cc(C)c3)ccn12,+,0.0345*,48.4*
Cc1cc(C)c2c(n1)nn1c(NCCC3=CCCCC3)cc(C)nc21,i,0.15,46.2
CC(C)C(=O)N1CCN(Cc2nc(-c3ccco3)cs2)CC1,i,0.118,51.3
COC(=O)c1ccc(OC)cc1CN1C(=O)N(c2cc(F)ccc2F)S(=O)(=O)c2ccccc21,i,0.0649,65.8
O=C(CN1CCC(c2nnc(-c3ccco3)o2)CC1)Nc1cc(F)ccc1F,i,0.0834,57.0
CCCN1C(=O)CCc2cc(NC(=O)c3cc(OC)c(OC)c(OC)c3)ccc21,i,0.0526,42.4
COc1ccc(OC)c(NC(=O)c2ccc(=O)n(Cc3cc(C)ccc3C)c2)c1,i,0.0589,65.6
COc1ccc(C(CNC(=O)c2ccccc2Br)N2CCOCC2)cc1 (stereo not given),+,0.108*,58.8*
Cc1ccc(CC(=O)NCCN(C)C)cc1,i,0.0499,27.8
O=C(Nc1ccc(Br)cc1)C1CC(=O)N(c2ccccc2)C1 (stereo not given),i,0.0936,35.9
COC(=O)Cn1c(=O)c2c(nc3n(-c4ccccc4OC)c(C)cn23)n(C)c1=O,i,0.0438,17.3
COc1ccc(Cc2nnc(N(C)c3ccccc3)[nH]c2=O)cc1,i,0.063,49.0
Cn1nc(-c2cccc(NC(=O)CC(c3ccccc3)c3ccccc3)c2)ccc1=O,i,0.0436,48.4
CC1CN(C)CCN1CC1CCN(C(=O)NCc2cccs2)CC1 (stereo not given),i,0.0759,59.2
Cc1ccc(Cl)cc1NC(=O)CN1CCN(S(=O)(=O)c2ccc(F)cc2)CC1,i,0.0664,61.3

# A stretch from the list above, as a working copy:
SMILES,AMPAR-TARP mod,AMPAR-TARP mod agonism max-min,AMPAR-TARP mod glutamate slope
CC1CN(C)CCN1CC1CCN(C(=O)NCc2cccs2)CC1 (stereo not given),i,0.0759,59.2
Cc1ccc(Cl)cc1NC(=O)CN1CCN(S(=O)(=O)c2ccc(F)cc2)CC1,i,0.0664,61.3

# New compounds follow:
SMILES,AMPAR-TARP mod,AMPAR-TARP mod agonism max-min,AMPAR-TARP mod glutamate slope
O=C(COc1ccc(F)cc1)NCCCn1nc(-c2ccccc2)ccc1=O,i,0.071,60.9
O=C(CC1COc2ccccc2O1)Nc1ccc(Br)cc1 (stereo not given),i,0.0768,50.3
Cc1cccc(OCCN2C(=O)C3(OCCCO3)c3cc(C)ccc32)c1,i,0.0391,55.6
CS(=O)(=O)N1CCCCC1C(=O)Nc1nc(-c2ccc(Cl)cc2Cl)cs1 (stereo not given),i,0.131,49.8
CCOC(=O)c1ccc(NC(=O)c2oc3ccc(C)cc3c2C)cc1,i,0.0853,50.3
CCN(CC)C(=O)N1CCN(S(=O)(=O)c2c(C)cc(C)cc2C)CC1,i,0.0659,54.5
Cn1cccc1C(CNC(=O)C(=O)NCc1cccs1)N1CCCCCC1 (stereo not given),i,0.0667,50.7
Cc1cccc(NC(=O)C(=O)NN2CCN(C)CC2)c1C,i,0.0787,51.6
CC(=O)N1CCc2c(sc(NC(=O)CSc3ccc(C)cc3)c2-c2nc3ccccc3s2)C1,i,0.0791,28.2
Cc1ccc(C(CNC(=O)C(=O)Nc2ccncc2)N2CCOCC2)cc1 (stereo not given),i,0.0375,65.8
COc1ccc(CCNC(=O)CCc2csc(NS(=O)(=O)c3ccccc3)n2)cc1,i,0.107,54.3
CCCS(=O)(=O)N1CCCc2ccc(NS(=O)(=O)c3cc(Cl)ccc3OC)cc21,i,0.0854,60.8
CS(=O)(=O)c1ccc(CC(=O)Nc2nc(-c3ccc(F)cc3)cs2)cc1,i,0.0977,59.0
CC(=O)Nc1ccc(OCC(O)CN2CCN(S(=O)(=O)c3c(C)cc(C)cc3C)CC2)cc1 (stereo not given),i,0.0523,43.6
COc1ccc(-c2ccc(=O)n(CCCC(=O)O)n2)cc1,i,0.0518,48.3
CCOc1ccc(NS(=O)(=O)c2ccc(N3C(=O)C(C)CS3(=O)=O)cc2)cc1 (stereo not given),i,0.0951,60.7
COc1ccc(-c2ccc(=O)n(CCCNC(=O)Nc3ccccc3F)n2)cc1,i,0.0845,60.7
COc1ccc(N2CCN(C(=O)c3ccc(OC(C)C)cc3)CC2)nn1,i,0.0434,65.5
CCOCCn1c(=O)c2c(nc3n(-c4cc(C)ccc4C)c(C)c(C)n23)n(C)c1=O,i,0.0876,75.4
CCN(CC)C(=O)C(=O)Nc1cccc(C(F)(F)F)c1,i,0.0824,30.8
CCCCCOc1ccc(C(=O)Nc2cc(C)nn2C(C)C)cc1,i,0.06,54.4
Cc1cc(=O)[nH]c(-n2nc(C3CC3)cc2NC(=O)CC2CCCC2)n1,i,0.0946,66.4
CCOc1ccc(CC(=O)Nc2nc3c(OC)ccc(OC)c3s2)cc1,i,0.0937,60.5
Cc1ccc(CN2C(=O)C3(OCCCO3)c3cc(C)ccc32)cc1,i,0.0375,48.7
COc1ccc(S(=O)(=O)CC(=O)Nc2nc3c(s2)COc2ccccc2-3)cc1,i,0.0358,37.6

# Seven entries from above, with bars between the fields:
SMILES | AMPAR-TARP mod | AMPAR-TARP mod agonism max-min | AMPAR-TARP mod glutamate slope
COc1ccc(Cc2nnc(N(C)c3ccccc3)[nH]c2=O)cc1 | i | 0.063 | 49.0
Cn1nc(-c2cccc(NC(=O)CC(c3ccccc3)c3ccccc3)c2)ccc1=O | i | 0.0436 | 48.4
CC1CN(C)CCN1CC1CCN(C(=O)NCc2cccs2)CC1 (stereo not given) | i | 0.0759 | 59.2
Cc1ccc(Cl)cc1NC(=O)CN1CCN(S(=O)(=O)c2ccc(F)cc2)CC1 | i | 0.0664 | 61.3
O=C(COc1ccc(F)cc1)NCCCn1nc(-c2ccccc2)ccc1=O | i | 0.071 | 60.9
O=C(CC1COc2ccccc2O1)Nc1ccc(Br)cc1 (stereo not given) | i | 0.0768 | 50.3
Cc1cccc(OCCN2C(=O)C3(OCCCO3)c3cc(C)ccc32)c1 | i | 0.0391 | 55.6

# (list continues)
SMILES,AMPAR-TARP mod,AMPAR-TARP mod agonism max-min,AMPAR-TARP mod glutamate slope
O=C(CS(=O)(=O)Cc1ccccc1)Nc1nnc(-c2ccccc2Cl)o1,i,0.0963,50.2
CCOc1ccc(OCCNC(=O)c2ccc(F)c(F)c2)cc1,i,0.125,60.1
COc1ccccc1CCNC(=O)Cc1c(C)[nH]c(=O)[nH]c1=O,i,0.135,81.0
Cc1ccccc1NC(=O)CSc1ncc(S(=O)(=O)c2ccc(Cl)s2)c(N)n1,i,0.147,55.0
COc1ccc(-c2ccc(=O)n(CC(=O)NCC3CCCO3)n2)cc1 (stereo not given),i,0.0396,62.3
CCC(=O)N1CCN(c2ccc(Nc3ccccn3)nn2)CC1,i,0.377,41.5
CCn1ccc(C(=O)Nc2sc3c(c2-c2nc4ccccc4s2)CCN(C)C3)n1,+,0.146*,8.6*
COc1ccccc1C(=O)Nc1nnc(Cc2cccs2)o1,i,0.0973,52.5
Cc1cc(C)c(-c2ccc(SCC(=O)NCc3ccc4c(c3)OCO4)nn2)cc1C,+,0.104*,67.1*
CSc1nn(CC(=O)Nc2ccc(C)c(C)c2)c(N)c1-c1nc(-c2ccc3c(c2)OCO3)no1,i,0.105,59.8
CCOC(=O)c1ccc(NC(=O)CSc2ccnc3c2c(=O)n(C)c(=O)n3C)cc1,i,0.0289,29.1
Nc1nc(-c2ccccc2)nn1C(=O)c1ccc(F)cc1,i,0.0427,44.9
COCC(C)(O)CNC(=O)c1ccsc1 (stereo not given),i,0.0847,67.9
O=C(O)CCC(=O)N1CC=C(c2ccccc2)CC1,i,0.0732,-9.6
COc1ccc(OC)c2c1sc(=NC(=O)c1cc(C)no1)n2C,i,0.124,44.5
CC(=O)Nc1ccc(C(=O)NCCNC(=O)CSCc2ccccc2)cc1,i,0.0787,40.3
COc1ccc(S(=O)(=O)NCC(c2ccsc2)N2CCc3ccccc3C2)cc1F (stereo not given),i,0.0654,46.1
CCn1nccc1C(=O)Nc1sc2c(c1C(N)=O)CCN(C(C)=O)C2,i,0.203,63.7
Cc1nc(-c2cccs2)c(CCC(=O)NCc2ccc3c(c2)OCO3)s1,+,0.114*,25.8*
COc1ccc(-c2ccc(=O)n(CCNS(=O)(=O)c3ccc4ccccc4c3)n2)cc1,i,0.0385,82.9
C=CCn1c(=O)c2c(nc3n(-c4ccc(OC)cc4OC)c(C)cn23)n(C)c1=O,i,0.102,61.8
CC(C)N1CCC(CNS(=O)(=O)c2ccc(C(C)(C)C)cc2)CC1,i,0.0385,77.7
COc1ccc(C(C)(C)C)cc1S(=O)(=O)N1CCCCCC1,i,0.0637,46.0
O=C(CSc1ccc(F)cc1)NCC(O)(c1ccccc1)C(F)(F)F (stereo not given),i,0.153,53.4
NS(=O)(=O)c1ccc(NC(=O)CCCn2nc(-c3ccc(Cl)cc3)ccc2=O)cc1,i,0.0521,32.2

# Continued:
SMILES,AMPAR-TARP mod,AMPAR-TARP mod agonism max-min,AMPAR-TARP mod glutamate slope
O=C(Cn1nc2ccc(SCc3ccc(Cl)cc3)nn2c1=O)NC1CCCC1,i,0.0955,67.1
Cc1ccc(S(=O)(=O)NCCNc2ccc(Nc3ccccn3)nn2)cc1C,i,0.219,50.1
O=C(NCc1cccc2ccccc12)NCC1(O)CCOCC1,i,0.125,56.4
O=C(Cc1cccs1)NCC(O)c1ccsc1 (stereo not given),i,0.0961,65.0
O=C(CC1CCCCN1S(=O)(=O)c1cccs1)NCc1ccco1 (stereo not given),i,0.0226,54.3
CS(=O)(=O)N1CCC(CNC(=O)NCc2ccccc2)CC1,i,0.0859,65.3
COC(=O)c1sccc1S(=O)(=O)Nc1ccc(OC)cc1OC,i,0.0779,56.8
Cn1c(=O)[nH]c(=O)c2c1nc(N1CCC(C(N)=O)CC1)n2Cc1ccccc1,i,0.066,50.1
COc1ccc(OC)c(-c2ccc(SCC(=O)NCc3ccc4c(c3)OCO4)nn2)c1,i,0.0474,47.8
COc1ccc(Cl)c2sc(N(CCCN3CCOCC3)C(=O)c3ccno3)nc12,+,0.17*,29.3*

# Not all compounds are listed (hit frequency here may not be typical).
